# DRD3 antagonist: blocks the human D3 dopamine receptor; AID 652054; D3R cells, DiscoveRx beta-arrestin luminescence, antagonist mode; active compounds read low; max response, negative = inhibition, %; actives 2.5% (n = 360,000); in the data active = max response below about -50%; inconclusive = no clear call, values can overlap the other calls; also: % is scaled to controls: 0 for no effect and ±100 for the full control effect; mostly tested at two doses, the higher about 12 µM
# Target sequence (P35462 whole entry, looked up): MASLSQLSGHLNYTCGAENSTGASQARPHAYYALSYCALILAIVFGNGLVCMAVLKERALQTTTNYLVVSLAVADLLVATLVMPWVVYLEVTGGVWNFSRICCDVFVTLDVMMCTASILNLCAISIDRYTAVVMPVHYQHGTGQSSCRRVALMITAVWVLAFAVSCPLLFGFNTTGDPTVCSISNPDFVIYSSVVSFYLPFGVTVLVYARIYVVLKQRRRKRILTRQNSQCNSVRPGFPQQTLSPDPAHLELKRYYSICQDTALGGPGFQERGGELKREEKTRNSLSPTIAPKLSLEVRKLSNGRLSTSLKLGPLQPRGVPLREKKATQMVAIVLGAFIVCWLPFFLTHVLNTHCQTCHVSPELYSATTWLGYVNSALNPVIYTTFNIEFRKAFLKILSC
#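 Cells plated overnight at 1500 cells/well, then exposed to library compounds with dopamine controls for 90 minutes at 37 degrees C. DiscoveRx reagent added for 30–60 minutes at room temperature; luminescence read, quantitative HTS format.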
# Akt phos inh: inhibitors of Akt phosphorylation | Neuro2A IGF-stimulated pAkt S473 HTRF, 20 min; active compounds read low | actives 0.32% (n = 360,000) | activity change, % for hits at 50 µM; in the data active = activity change below about -80%; inconclusive = mostly about -51% to -80%; also: % is scaled to controls: 0 for no effect and ±100 for the full control effect
#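 Single-point screen (50 µM final compound) in Neuro2A cells stimulated 20 min with 6 nM IGF at 37 deg C. After lysis, Ser473-phosphorylated Akt read by HTRF (ex 330 nm, em 615/665 nm) as the 665/615 ratio.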
# FUS suppressor: FUS proteinopathy suppression in yeast. S. cerevisiae FUS-expressing, growth rescue, OD600, 24 h. Potency, µM (doses to about 76.6 µM), for inactives: top-dose growth rescue (activation), actives largely listed as activators. actives 0.24% (n = 390,000);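 also: potency is read from the fitted curve at half-maximal effect; plate controls were DMSO vehicle for no effect and reference control for full effect; nearly all actives have a fitted effect of over 55% in size; some results filed as inactive show a strong effect at the top dose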
#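 Cultures pregrown in 2.5% raffinose medium are shifted to minimal medium containing 2% galactose to express toxic FUS. Compounds are tested at several concentrations. After 24hr at 30C, growth is quantified at 600 nm absorbance.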
# TDP43 rescue: rescues yeast growth from TDP-43 toxicity. TDP-43 expressing yeast growth rescue, BacTiter-Glo, 24 h. Potency, µM (series often up to 46.1 µM), for the others: top-dose growth rescue (activation), most hits filed as activators. actives 1.8% (n = 410,000); also: potency is read from the fitted curve at half-maximal effect; % of control where 0% means no effect; nearly all actives have a fitted effect of over 50% in size
#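 In this qHTS, compounds that restore growth of yeast expressing TDP-43 appear as activators. Cells (OD600=0.02, galactose medium, raffinose-pregrown) are incubated with compound 24 hr at 30 deg C and growth is quantified by BacTiter-Glo.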
# Abeta yeast res: A-beta toxicity reversal in yeast. yeast expressing A-beta42, growth rescue, OD600, 48 h; response scale: 0% DMSO, 100% iron-clioquinol control. Potency, µM (titrated, usually from 46.1 µM), without a hit: at the highest dose growth rescue, hits mostly activators. actives 0.063% (n = 410,000). AID 1347071; also: potency is read from the fitted curve at half-maximal effect; nearly all actives have a fitted effect of over 55% in size
#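 Yeast growth medium received pinned compounds, then yeast cells expressing toxic A-beta were added; plates incubated at 30 C for 48 hr. Growth read as absorbance at 600 nm, normalized to DMSO and equimolar FeCl3 plus clioquinol controls.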
# aSyn yeast inh: rescues yeast growth from alpha-synuclein toxicity. actives 0.14% (n = 370,000). Yeast expressing alpha-synuclein, growth rescue, BacTiter-Glo, 24 h. Potency, µM (top dose mostly 46.1 µM), for the others: at the highest dose growth rescue (activation), hits mostly activators. AID 652106; also: potency is read from the fitted curve at half-maximal effect; % of control where 0% means no effect; nearly all actives have a fitted effect of over 65% in size
#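 Screening used galactose-induced yeast with toxic alpha-synuclein levels, exposed to compound for 24 hr at 30 deg C. Cell growth, read with BacTiter-Glo luminescence, gave the measured signal.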
# GLP-1R inv ag: inverse agonists of human GLP-1 receptor | HEK293 GLP-1R CRE-luciferase, luminescence, 24 h; GLP-1R form is constitutively active | Potency, µM (titrated, usually from 38.3 µM), for inactives: at the top dose activity change, negative = inhibition, most hits filed as inhibitors | actives 1.6% (n = 410,000); also: potency is read from the fitted curve at half-maximal effect; % is scaled to controls: 0 for no effect and ±100 for the full control effect; nearly all actives have a fitted effect of over 55% in size
# Target sequence (P43220 whole entry, looked up): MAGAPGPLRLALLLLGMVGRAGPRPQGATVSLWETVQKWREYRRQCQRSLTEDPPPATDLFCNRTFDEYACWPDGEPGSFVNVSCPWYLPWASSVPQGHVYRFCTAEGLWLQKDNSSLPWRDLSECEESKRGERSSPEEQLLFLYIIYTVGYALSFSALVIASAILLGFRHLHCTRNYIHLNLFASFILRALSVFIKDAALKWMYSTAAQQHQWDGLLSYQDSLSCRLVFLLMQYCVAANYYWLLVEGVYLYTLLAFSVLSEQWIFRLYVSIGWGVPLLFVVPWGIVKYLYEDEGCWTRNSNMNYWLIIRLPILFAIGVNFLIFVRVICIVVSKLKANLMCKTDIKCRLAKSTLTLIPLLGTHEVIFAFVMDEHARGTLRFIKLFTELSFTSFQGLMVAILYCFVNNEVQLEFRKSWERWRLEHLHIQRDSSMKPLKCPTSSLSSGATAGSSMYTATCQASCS
#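 Seeding at 200 cells/uL, 12 h culture, 24 hr compound treatment, then luciferase reagent and a luminescence read; cells are HEK293 stably expressing a constitutively active GLP-1R plus cAMP-responsive luciferase.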
# PTHR1 ag: activates the human parathyroid hormone receptor PTHR1 | HEK293 GP2 PTHR1 cells, GloSensor cAMP luminescence, 1 h | Potency, µM (doses to about 115 µM), inactives show at the top dose activation, usual class: activators | actives 0.075% (n = 410,000); also: potency is read from the fitted curve at half-maximal effect; nearly all actives have a fitted effect of over 55% in size; some results filed as inactive show a strong effect at the top dose; inactives centre near -15; many of its hits are not listed in these tables
#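 HEK-293-derived GP2 cells expressing PTHR1 and a GloSensor cAMP reporter, 3,000/well, plated overnight, given luciferin plus IBMX (each 0.5 mM as added) for 1 h at 37 °C, then compound for 1 h at 37 °C. Luminescence was read after 15 min at room temperature.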
# GLP1R ag: activates the human GLP-1 receptor; P43220; HEK293 GLP-1R CRE-luciferase, luminescence, 4-6 h; cells express a hypersensitive GLP-1R form; Potency, µM (titrated, usually from 45.6 µM), for inactives: at the highest dose activation, actives largely listed as activators; actives 0.007% (n = 380,000); AID 624172; also: potency is read from the fitted curve at half-maximal effect; % of control where 0% means no effect
# * = called active by the depositor; i = inactive; ? = inconclusive; . = not tested or not shown; [ ] = dose if it differs, or a comment. Unless noted, calls follow the shape of the dose curve; as a rule, active = well fitted curve in the direction sought with a large enough effect; inconclusive = small, poorly fitted or top-dose-only effect, or another doubt; inactive = no such curve, though single readings can be large; an effect the other way counts as inactive or inconclusive. Not all compounds are listed; count on the stated rates, not on these rows.
SMILES,DRD3 antagonist,Akt phos inh,FUS suppressor,TDP43 rescue,Abeta yeast res,aSyn yeast inh,GLP-1R inv ag,PTHR1 ag,GLP1R ag
O=C(CC(c1ccccc1)c1ccccc1)Nc1ncn[nH]1,14,.,35%,1%,21%,-1%,-11%,i,-12%
COc1ccc(NC(=O)Nc2nnc(N3CCCCCC3)s2)cc1,.,.,-7%,22%[9.22 µM],-2%,.,-32%,-23%,.
N#Cc1nc(COc2cccc(Cl)c2)oc1NCc1ccco1,3,i,-24%,?,-6%,-5%,?,-38%[inhibitor],22%
Cc1cccc(NC(=O)C2CCN(S(=O)(=O)c3cccs3)CC2)n1,21,i,7%,-10%,9%,1%,0%,i,-6%
Cc1cc(C)c(-c2cc(NC(=O)CSc3n[nH]c(N)n3)n(-c3ccccc3)n2)cc1C,0,.,19%,0%,23%,-10%,?,i,-17%
Cc1cc(C(=O)N2CCN(S(C)(=O)=O)CC2)cs1,20,i,25%,-15%,0%,-8%,8%,i,4%
Cc1onc(-c2ccccc2Cl)c1C(=O)N1CCN(c2ccccc2)CC1,?,?,30%,-24%,6%,10%,0%,-73%[inhibitor],-2%
CSc1nc(SCc2ccccc2)[nH]c(=O)n1,-6,i,-8%,23%,-6%,?,8%,0%,-1%
CCOc1c(Cl)cc(C2NC(=O)NC(C)=C2C(=O)NCc2ccccc2)cc1OC (stereo unspecified),-25,i,2%,-14%,-8%,-8%,-2%,i,6%
COc1ccc(C(=O)N2CCCC(CCC(=O)NCc3ccccc3F)C2)c(OC)n1 (stereo unspecified),4,i,-11%,0%,0%,7%,-24%,?,-3%
CS(=O)(=O)N1CCN(C(=O)Cc2ccc([N+](=O)[O-])cc2)CC1,2,i,0%,-4%,3%,0%,17%,-47%[inhibitor],-2%
CC1CCCN(CCCOc2ccc([N+](=O)[O-])cc2)C1 (stereo unspecified),-14,i,.,24%,0%,3%,4%,i,1%
CCOC(=O)c1c(Nc2ccc(OC)cc2)nnc(-c2ccccc2)c1-c1ccccc1,.,.,?,29%,-15%,-8%,-7%,-12%,-7%
COc1ccccc1CNC(=O)c1cc(-c2cc(Cl)ccc2C)n[nH]1,3,i,-11%,23%,-10%,0%,?,-37%[inhibitor],-4%
COc1ccc(S(=O)(=O)N2CCOCC2)cc1NC(=O)CSc1nnc2c(n1)[nH]c1ccccc12,11,i,-7%,-14%,-1%,-1%,5%,-2%,16%
N#Cc1c2ccccc2nc2ccccc12,-29,i,-5%,11µM*,17%,?,4%,-4%,9%
CCOC(=O)N1CCC(NC(=O)CSCc2nc(-c3cccc(OC)c3)oc2C)CC1,12,i,27%,1%,8%,6%,0%,-33%[inhibitor],-2%
CN(C)CCCNc1nc(-c2ccccc2)nc2ccccc12,3,i,0%,-12%[1.82 µM],12%,3%,?,i,-2%
CC(C)(C)C(=O)CSc1ncnc2c1cnn2Cc1ccccc1,4,i,26%,-3%,-10%,-2%,3.5µM*,-21%,21%
Cc1cccc(NC(=O)CC23CC4CC(C2)CC(n2nnc(C)n2)(C4)C3)c1,-25,i,.,-8%,1%,12%,-7%,-16%,4%
O=[N+]([O-])c1c(NCCCO)cc(Sc2nc3ccccc3s2)c2nonc12,-90*,i,45%,-14%,-5%,3%,-20%,0%,-25%
CC(C)(C)NC(=O)NC(=O)CN1CCCc2ccccc21,15,i,5%,6%,11%,2%,?,i,10%
CC(=O)Nc1ccc(S(=O)(=O)NCCC(=O)N2CCCCC2)cc1,6,i,-4%,6%,0%,0%,7%,i,-1%
Cc1ccc(-n2cnnn2)cc1Cl,-1,i,14%,15%,-17%,-12%,7%,2%,9%
CC(C)c1ccc(NC(=O)C(c2ccccc2)N2CCOCC2)cc1 (stereo unspecified),12,i,8%,18%,5%,2%,?,-60%[inhibitor],7%
C=C1CCC2[C@](C)(CO)[C@H](O)CC[C@@]2(C)[C@@H]1/C=C/C1=CCOC1=O (stereo partly specified),3,i,14%,7%,-6%,4%,-4%,-19%,-3%
O=C(CSc1nc2ccccc2nc1Cc1ccc(Cl)cc1)N1CCCc2ccccc21,.,.,-35%,-40%[inhibitor],-33%[inhibitor],.,-5%,-15%,.
O=C(CN1C(=O)C(=O)N(C2CCCC2)C1=O)Nc1ccc([N+](=O)[O-])cc1,-3,i,23%,4%,-2%,-5%,-11%,i,-5%
CCOC(=O)C(=CNc1ncccc1C)C(=O)OCC,27,i,-8%,-10%,-36%[inhibitor],0%,39%[activator],-33%[inhibitor][57.5 µM],14%
O=C(CNC(=O)c1ccc(Cl)cc1Cl)OCC(=O)N1CCN(c2ccccc2)CC1,-2,i,.,28%,19%,10%,7%,-8%,2%

# Copied from above (two entries):
SMILES,DRD3 antagonist,Akt phos inh,FUS suppressor,TDP43 rescue,Abeta yeast res,aSyn yeast inh,GLP-1R inv ag,PTHR1 ag,GLP1R ag
CCOC(=O)C(=CNc1ncccc1C)C(=O)OCC,27,i,-8%,-10%,-36%[inhibitor],0%,39%[activator],-33%[inhibitor][57.5 µM],14%
O=C(CNC(=O)c1ccc(Cl)cc1Cl)OCC(=O)N1CCN(c2ccccc2)CC1,-2,i,.,28%,19%,10%,7%,-8%,2%

# In the list so far, 7 have a Cl atom:
SMILES,DRD3 antagonist,Akt phos inh,FUS suppressor,TDP43 rescue,Abeta yeast res,aSyn yeast inh,GLP-1R inv ag,PTHR1 ag,GLP1R ag
N#Cc1nc(COc2cccc(Cl)c2)oc1NCc1ccco1,3,i,-24%,?,-6%,-5%,?,-38%[inhibitor],22%
Cc1onc(-c2ccccc2Cl)c1C(=O)N1CCN(c2ccccc2)CC1,?,?,30%,-24%,6%,10%,0%,-73%[inhibitor],-2%
CCOc1c(Cl)cc(C2NC(=O)NC(C)=C2C(=O)NCc2ccccc2)cc1OC (stereo unspecified),-25,i,2%,-14%,-8%,-8%,-2%,i,6%
COc1ccccc1CNC(=O)c1cc(-c2cc(Cl)ccc2C)n[nH]1,3,i,-11%,23%,-10%,0%,?,-37%[inhibitor],-4%
Cc1ccc(-n2cnnn2)cc1Cl,-1,i,14%,15%,-17%,-12%,7%,2%,9%
O=C(CSc1nc2ccccc2nc1Cc1ccc(Cl)cc1)N1CCCc2ccccc21,.,.,-35%,-40%[inhibitor],-33%[inhibitor],.,-5%,-15%,.
O=C(CNC(=O)c1ccc(Cl)cc1Cl)OCC(=O)N1CCN(c2ccccc2)CC1,-2,i,.,28%,19%,10%,7%,-8%,2%

# Additional entries:
SMILES,DRD3 antagonist,Akt phos inh,FUS suppressor,TDP43 rescue,Abeta yeast res,aSyn yeast inh,GLP-1R inv ag,PTHR1 ag,GLP1R ag
C/C(=N\Nc1ccc([N+](=O)[O-])cc1)c1ccc(N)cc1,-6,i,.,?,-3%,17%,?,-1%,-1%
COc1ccc(C2NC(=S)N(c3ccccc3)C(C)=C2C(=O)Nc2ccccc2)cc1 (stereo unspecified),-21,i,39%,7%,0%,1%,?,i,-9%
CN(C)N1C(N)=C(C#N)C(c2ccc(Br)cc2)C2=C1CCCC2=O (stereo unspecified),5,i,23%,0%,6%,-3%,50%[activator],i,1%
CCCc1nnc(NC(=O)Cc2coc3c(C)c(C)ccc23)s1,.,.,-13%,-13%,-4%,.,10%,-6%,.
COC(=O)[C@@]12C[C@@H](CC(=O)N3CCCCC3)C(=O)N(Cc3ccco3)C1=CCC(C)(C)C2,-13,i,17%,12%,-11%,0%,-10%,i,.
CC(=O)N1CCOc2cc(S(=O)(=O)Nc3c(C)cccc3C(C)C)c(Cl)cc21,.,.,25%,?,4%,.,?,-6%,.
COc1ccc(N(CC(=O)Nc2ccc(F)cc2)S(=O)(=O)c2ccccc2[N+](=O)[O-])c(OC)c1,-27,i,?,16%,-3%,-2%,?,i,12%
Cc1cccc(C)c1NC(=O)COc1ccc2c(C)c(Cc3ccccc3)c(=O)oc2c1C,-17,i,-12%,-14%,-14%,-6%,2%,13%,-4%
c1cnn2c(-c3ccc4c(c3)CCO4)cnc2c1,?,i,-4%,22%,-9%,4%,-5%,4%,0%
O=C(CCC(=O)Nc1ccc(F)cc1)N/N=C/c1ccc(Br)cc1,17,i,-7%,-2%,2%,8%,?,-19%,-4%
N#C/C(=C\c1ccc(F)cc1)C(=O)Nc1ccccn1,-2,i,5%,-43%[inhibitor],0%,-6%,0%,17%,11%
Cc1cnc(C(=O)OCC(=O)NC(=O)NC(C)C)cn1,0,i,-2%,-7%,-16%,-9%,10%,i,1%
COc1ccc(-n2nc(C(=O)NCC(=O)NC3CCCCCC3)c3ccccc3c2=O)cc1OC,21,i,32%,12%,-6%,4%,-7%,i,11%
Oc1ccc(NCc2cccs2)cc1,-27,i,26%,0%,-14%,1%,150%[activator],i,22%
N#Cc1ccc(C(=O)NC(=S)N2CCN(C=O)CC2)cc1,0,i,14%,-25%,-8%,-6%,18%,-15%,12%
COCC(C)NC(=O)c1ccc(Cl)c(Cl)c1 (stereo unspecified),-10,i,-16%,0%,2%,-1%,21%,i,-3%
Cc1nn(C)c(C(=O)N2CCN(C(=O)c3ccco3)CC2)c1Br,-19,i,.,15%,6%,2%,3%,i,2%
C[C@H](CO)N1C[C@H](C)[C@@H](CN(C)S(=O)(=O)c2cccs2)Oc2ccc(NS(=O)(=O)c3cn(C)cn3)cc2C1=O,10,i,11%,7%,8%,0%,5%,-54%[inhibitor],9%
N#CNC(=Nc1cccc(Cl)c1)Oc1ccccc1,-21,i,13%,-8%,2%,-4%,4%,-21%,-5%
COc1cc2c(cc1OC)C(c1ccccc1C(F)(F)F)CC(=O)N2 (stereo unspecified),-10,i,8%,-12%,-7%,-4%,-3%,-14%,14%
Cc1nn(-c2ccccc2)c(Oc2ccc(F)cc2)c1/C=N/n1cnnc1,-23,i,10%,6%,16%,-1%,1%,i,2%
O=C(COC(=O)c1ccccn1)Nc1cccnc1Cl,-3,i,-9%,5%,6%,-4%,-3%,i,1%

# Screens from PubChem BioAssay.
